bIAP act = intestinal alkaline phosphatase (bovine) activation. purified bovine IAP, CDP-star luminescence, 30 min; active compounds read high; fold of DMSO-control signal, blank-subtracted. activation factor at 20 µM. 200,000 compounds, 0.17% hits. AID 1016;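 active = activation factor of 2 or more at 20 µM, a signal rise over negative controls twice the positive control's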
TLR4-MyD88 BLA = TLR4-MyD88 interaction inhibition in cells | inhibition, % at 8.4 µM | O00206+Q99836 | 200,000 compounds, 0.18% hits | AID 861 | HeLa CL3-4 TLR4/MyD88 BLA complementation, FRET ratio; in the data active = inhibition above about 25%;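 also: 0% = vehicle and 100% = reference inhibitor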
L major viab = inhibitors of Leishmania major promastigote growth | Leishmania major promastigotes, resazurin fluorescence viability | inhibition, % at 10 µM | 200,000 compounds, 9% hits | AID 1063; in the data active = inhibition above about 50%;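 also: promastigotes grown with compound for 44 hours at 28 °C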
SRC2 TRFRET art = flags TR-FRET format artefacts in PPARgamma SRC-2 recruitment agonist screen | TR-FRET artefact counter-screen; active compounds read high | TR-FRET ratio at 8 µM | 200,000 compounds, 0.4% hits | AID 1049; in the data active = TR-FRET ratio above about 2000; also: inactives centre near 1500
PPARg SRC-1 ag = agonists of human PPARgamma SRC-1 coactivator recruitment; PPARgamma-SRC-1 coactivator recruitment biochemical assay; 200,000 compounds, 0.41% hits; activation, % at 8 µM; in the data active = activation above about 19%;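 also: 0% = DMSO and 100% = reference agonist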
Target sequence (P37231 whole entry, looked up): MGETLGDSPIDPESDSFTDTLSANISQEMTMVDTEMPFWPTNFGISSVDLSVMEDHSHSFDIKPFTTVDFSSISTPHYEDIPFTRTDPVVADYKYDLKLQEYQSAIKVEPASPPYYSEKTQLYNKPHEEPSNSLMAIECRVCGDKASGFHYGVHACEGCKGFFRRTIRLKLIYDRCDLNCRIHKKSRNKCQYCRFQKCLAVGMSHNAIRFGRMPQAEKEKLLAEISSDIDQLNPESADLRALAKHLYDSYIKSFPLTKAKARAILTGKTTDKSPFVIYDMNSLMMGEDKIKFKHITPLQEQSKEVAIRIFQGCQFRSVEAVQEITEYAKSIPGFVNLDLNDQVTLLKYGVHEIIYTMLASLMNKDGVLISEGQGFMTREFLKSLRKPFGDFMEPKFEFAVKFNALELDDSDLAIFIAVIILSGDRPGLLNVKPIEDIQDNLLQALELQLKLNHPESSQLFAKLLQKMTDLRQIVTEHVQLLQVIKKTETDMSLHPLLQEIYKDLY
bIAP inh = intestinal alkaline phosphatase (bovine) inhibition; inhibition, % at 20 µM; purified bovine IAP, CDP-star luminescence, 30 min; 190,000 tested, under 10 active; AID 1019;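 active = over 50% inhibition of intestinal alkaline phosphatase at 20 µM in the single-dose screen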
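test system = bovine IAP enzyme | medium = DEA buffer 100 mM, pH 9.8, with MgCl2 1.0 mM, ZnCl2 0.02 mM | detection = luminescence | dosing = single compound dose of 20 µM, 2% DMSO final | incubation = 30 min reaction at room temperature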
S1P3 antag = S1P3 (human) receptor antagonism. Q99500. CHO S1P3 NFAT-BLA reporter, FRET fluorescence, antagonist mode. inhibition, % at 4.98 µM. 170,000 compounds, 0.27% hits;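 active = inhibition above the plate cutoff, the mean inhibition of test wells on that plate plus 3 SD, cut at about 28% in these data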;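 also: cells challenged with S1P at its EC80 of 0.8 µM; blue over green emission ratio from cleaved BLA substrate after 4 h stimulation; 0% = S1P-stimulated wells and 100% = unstimulated DMSO-only wells; some compounds past the cut are filed as inactive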
Target sequence (Q99500 whole entry, looked up): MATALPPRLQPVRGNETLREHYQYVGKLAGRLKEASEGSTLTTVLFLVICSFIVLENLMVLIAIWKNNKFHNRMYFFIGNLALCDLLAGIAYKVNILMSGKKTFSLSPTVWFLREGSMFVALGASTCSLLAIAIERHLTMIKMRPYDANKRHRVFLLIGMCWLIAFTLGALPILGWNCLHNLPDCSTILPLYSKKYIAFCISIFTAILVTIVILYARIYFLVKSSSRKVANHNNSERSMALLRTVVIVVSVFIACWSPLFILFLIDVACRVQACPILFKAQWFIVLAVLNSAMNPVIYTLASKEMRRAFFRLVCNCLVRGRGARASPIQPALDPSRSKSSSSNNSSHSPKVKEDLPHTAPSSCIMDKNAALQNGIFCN
PPARg SRC2 recr = agonists of SRC-2 recruitment by human PPARgamma; P37231; PPARgamma LBD-SRC-2 recruitment, biochemical; activation, % at 8 µM; 200,000 compounds, 0.34% hits; AID 1032; in the data active = activation above about 22%;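 also: 0% = vehicle and 100% = reference agonist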
Redox H2O2 prof = compounds producing H2O2 with reducing agent – biochemical, NIH compound library profiling, artefact control for MLSCN library redox annotation, primary screen | activation, % at 10 µM | 200,000 compounds, 0.03% hits | DTT-dependent redox cycling H2O2, phenol red/HRP absorbance; 100% = 100 µM peroxide control, 0% = buffer;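 active = activation of at least 50% relative to the plate's high and low controls in the primary single-dose screen; inactive = activation below 50%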;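 also: compound incubated with DTT at 0.8 mM final as the reducing agent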
PPARg SRC3 recr = agonists of human PPARgamma SRC-3 coactivator recruitment | AID 731 | activation, % at 8 µM | 200,000 compounds, 0.26% hits | P37231 | biochemical PPARgamma/SRC-3 coactivator recruitment assay; in the data active = activation above about 23%;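 also: 0% = DMSO and 100% = reference agonist; some compounds past the cut are filed as inactive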
ROMK mod = modulators of human ROMK potassium channel. P48048. Tet-inducible ROMK, thallium flux fluorescence; actives lie on both sides. B-score at 10 µM. 130,000 compounds, 2% hits. AID 1918;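 active = signal ratio slope over the read window, or its plate-corrected B-score, at least 3 SD from the plate mean, either direction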;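 also: B-score of the F/F0 ratio slope over 7 to 12 s after thallium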
Starred values were filed as active, the others as inactive; . = no result given.

SMILES	bIAP act	TLR4-MyD88 BLA	L major viab	SRC2 TRFRET art	PPARg SRC-1 ag	bIAP inh	S1P3 antag	PPARg SRC2 recr	Redox H2O2 prof	PPARg SRC3 recr	ROMK mod
O=C(Nc1sc2c(c1C(=O)O)CCCC2)c1cccs1	1	6	-8	1491	4	1	8	-2	2.6	9	0.11
COc1cc2c(cc1OC)C(Nc1ccccc1)=NC(C)(C)C2	0.9	2	39	1778	7	10	4	10	-0.7	1	0.26
O=C(NC1CCCC1)c1c[nH]c2ccc(F)cc2c1=O	0.9	9	-3	1364	6	8	-22	0	-4.5	-2	0.029
Cc1ccc(C)c(S(=O)(=O)NCc2ccc(C(=O)NCc3ccco3)cc2)c1	1	-15	0	1539	1	-3	.	9	-0.9	6	-0.15
O=C(c1cnc2n(c1=O)CCS2)N1CCCc2ccccc21	0.9	-9	-8	1633	1	11	-2	11	1.1	7	0.83
Cc1nn(Cc2ccccc2Cl)c(C)c1NC(=O)/C=C/c1cnn(C)c1	1	-11	16	1796	9	-2	.	7	-8.5	5	.
COc1cccc(C2C(C(=O)c3cc4cccc(OC)c4o3)=C(O)C(=O)N2c2cc(C)on2)c1OC (stereo not drawn)	0.9	-7	-12	2236*	33*	12	9	35*	3.5	45*	.
Fc1ccc(-c2cc(C(F)(F)F)nc(-n3cc(Cl)cn3)n2)cc1	0.9	-1	4	1603	0	14	9	5	0.1	-2	-0.88
C=CCN1C(=NC(=O)CCC)SC2CS(=O)(=O)CC21 (stereo not drawn)	1	-10	2	1607	11	-2	.	11	0.9	-2	.
CN=Cc1c(NC)nc2c(C)cccn2c1=O	0.9	-7	-2	1732	4	6	.	9	0.0	-3	.
Cc1cccc(N)c1SC1CCCCC1O (stereo not drawn)	0.9	8	-5	1666	1	14	-1	6	0.5	-3	0.67
Cc1ccc(S(=O)(=O)C2(C(=O)Nc3ccc(C(C)C)cc3)CC2)cc1	1	3	28	1355	-6	-3	-20	-8	-1.0	-9	0.34
CC1CC(C)(C)NC(=S)N1CCCC(=O)N1CCN(c2ccc(F)cc2)CC1 (stereo not drawn)	0.6	8	82*	1392	-3	39	-4	-6	0.4	-5	-1.1
CCOC(=O)c1cnc2cc(C)ccn2c1=O	1.1	10	-1	1555	0	-9	-7	7	-0.2	-3	0.83
Cc1cccc(N(C)C(=O)c2coc(=O)c3ccccc23)c1	0.9	3	-2	1530	0	7	-8	3	0.2	-4	.
CC(C)OCCCNS(=O)(=O)c1ccc2c(c1)OCCO2	0.8	4	-6	1391	0	15	-21	0	0.6	0	0.35
Cc1ccc(C(C[N+](=O)[O-])c2c(C)cc3ccccn23)cc1 (stereo not drawn)	1.2	-3	100*	1706	6	-24	-62	14	-0.2	10	.
CC(C(O)C12CC3CC(CC(C3)C1)C2)N1CCCCC1 (stereo not drawn)	1	3	-3	1488	0	2	20	-7	-0.5	1	-0.094
COC(=O)C1=C(C)N=C2SC(C#N)=C(N)N2C1c1cccc(OC)c1 (stereo not drawn)	0.9	8	24	1488	-4	10	.	-3	0.2	6	0.36
CCn1ncc(C2=NOC(C(=O)NCc3ccc(Cl)cc3)C2)c1C (stereo not drawn)	1	13	17	1233	-1	2	29	-3	-2.6	-4	.
COCCC(=O)N(Cc1ccc2c(c1)OCO2)C(C(=O)NC1CCCCC1)c1ccncc1 (stereo not drawn)	0.9	2	-3	1526	-3	10	-8	3	-0.4	-8	.
CCOC(=O)N1CCN(C(=S)NC(=O)c2cncc(Br)c2)CC1	0.2	-17	-3	1605	8	.	-1	-3	-0.5	6	1.2
O=C(C1=C[C@H](c2ccc(Br)cc2)C[C@H](OCc2ccc(CO)cc2)O1)N1CCOCC1	1	13	0	1563	-6	1	-14	-1	1.9	0	.
CCOC(=O)c1sc(NC(=O)CSc2nc3c(cc2C#N)CCCCCC3)c(C#N)c1C	0.9	2	-8	1799	8	7	24	4	2.1	19	-1.8
O=C(Nc1ccc(S(=O)(=O)NC2=NCCCCC2)cc1)c1ccco1	1.1	-14	-5	1650	7	-6	-10	13	0.0	1	-0.43
O=C(O)COn1c(-c2ccc(Cl)cc2)nc2ccc(Cl)cc21	0.9	12	5	1511	0	7	5	1	-0.7	4	0.22
O=c1cc(NCc2ccccc2)nc2n1CCCS2	1.2	-2	-6	1582	1	-22	-1	-3	0.1	-4	-2.1
CN(C)Cc1ccccc1COc1ccccc1	1.1	-13	2	1670	-2	-15	6	8	-0.2	0	-0.0086
CCCC(=O)Nc1ccc2nc(SCC(=O)N3CCCC3)sc2c1	0.9	-8	6	1457	5	6	3	7	1.8	3	1
COc1cccc(OCCn2c(C)c(/C=N/n3cnnc3)c3ccccc32)c1	1	13	0	1445	10	1	22	-1	2.7	4	-0.1

Single records, from the list above.
CCOC(=O)c1sc(NC(=O)CSc2nc3c(cc2C#N)CCCCCC3)c(C#N)c1C is listed as bIAP act = 0.9; TLR4-MyD88 BLA = 2; L major viab = -8; SRC2 TRFRET art = 1799; PPARg SRC-1 ag = 8; bIAP inh = 7; S1P3 antag = 24; PPARg SRC2 recr = 4; Redox H2O2 prof = 2.1; PPARg SRC3 recr = 19; ROMK mod = -1.8
Cc1ccc(C(C[N+](=O)[O-])c2c(C)cc3ccccn23)cc1 (stereo not drawn) is listed as bIAP act = 1.2; TLR4-MyD88 BLA = -3; L major viab = 100*; SRC2 TRFRET art = 1706; PPARg SRC-1 ag = 6; bIAP inh = -24; S1P3 antag = -62; PPARg SRC2 recr = 14; Redox H2O2 prof = -0.2; PPARg SRC3 recr = 10; ROMK mod = .

(next part)
SMILES	bIAP act	TLR4-MyD88 BLA	L major viab	SRC2 TRFRET art	PPARg SRC-1 ag	bIAP inh	S1P3 antag	PPARg SRC2 recr	Redox H2O2 prof	PPARg SRC3 recr	ROMK mod
O=[N+]([O-])c1cccc(-c2ccc(SCc3ccccn3)nn2)c1	0.9	-7	14	1554	-5	6	3	-6	-1.1	-1	0.2
CC(NC(=O)COc1cc(=O)n(C)c2ccccc12)c1ccc2c(c1)OCCO2 (stereo not drawn)	1	0	9	1677	-2	-2	16	6	0.5	-8	0.24
Fc1ccc(-c2ccnc3nc(N4CCOCC4)nn23)cc1	1	8	-5	1528	0	2	.	1	12	-5	.
O=[N+]([O-])c1cc(S(=O)(=O)N2CCCCCC2)ccc1F	0.9	12	-1	1590	6	10	-27	4	0.1	5	.
COC(=O)CCCC(=O)NC(C)c1cnn(-c2ccccc2C)c1C (stereo not drawn)	1.1	11	-10	1498	2	-5	-2	2	-1.4	2	0.058
COC(=O)CSc1nc2c(c(C3CC=CCC3)c1C#N)CCC2 (stereo not drawn)	0.9	0	4	1668	10	6	.	8	0.4	-8	.
CCn1c2ccc(C)cc2c2nnc(SCCN3CCOCC3)nc21	0.9	-11	4	1680	8	8	14	7	-0.1	9	-0.91
O=c1[nH]oc(O)c1-c1ncc(C(F)(F)F)cc1Cl	1.1	-6	-8	1599	2	-8	-7	5	-1.1	0	0.022
COC(=O)CC1COc2ccccc2N1C(=O)c1cccc(C(F)(F)F)c1 (stereo not drawn)	1.1	0	19	1501	-1	-5	-2	-4	-0.8	-1	0.77
COc1ccc(OC)c(NS(=O)(=O)c2ccc(NC(C)=O)cc2)c1	0.8	-15	-4	1466	0	16	.	6	0.1	5	-0.083
CCC(=O)Nc1cccc(NC(=S)NC(=O)c2ccccc2Cl)c1	1	-7	-3	1378	6	2	.	4	-3.6	11	.
CC(C)n1c(=O)[nH]c2ccccc21	0.9	7	-3	1798	5	10	.	3	-0.4	11	.
C=CC(=O)N1c2ccccc2Sc2ccc(NC(=O)OCC)cc21	.	3	12	1624	4	.	.	2	2.0	0	.
Cc1c(N2C(=O)/C(=C\c3ccc(N(C)C)cc3)N(C)C2=S)c(=O)n(-c2ccccc2)n1C	0.9	1	4	1693	11	11	6	12	-0.1	12	-0.85
COc1ccc([N+](=O)[O-])cc1N(CC(=O)NCCSc1ccc(C)cc1)S(C)(=O)=O	1	-3	-1	1718	16	4	-16	1	0.4	5	-0.65
O=[N+]([O-])c1cc(CN2CCCC2)c2cccnc2c1O	1.1	17	11	1594	0	-6	1	-4	0.3	3	0.0089
COc1cc(C2C(C#N)=C(C)NC(C)=C2C#N)cc(OC)c1OC	1	0	-4	1497	-1	-2	6	0	0.3	0	0.58
COc1ccccc1CCN=C(N)NS(=O)(=O)c1cccs1	1	0	5	1734	4	-4	-11	-1	-0.5	-5	-0.49
CCOc1ccc(N2C(=O)CC(N3CCN(c4ccccc4F)CC3)C2=O)cc1 (stereo not drawn)	1	-1	-8	1614	-3	-1	10	2	-1.0	-3	.
O=C(COc1ccc(F)cc1)NNC(=O)c1cc2ccccc2oc1=O	0.8	-5	-3	1681	4	18	0	4	-0.6	1	-0.097
O=C(N/N=C/c1cnc(N2CCCCC2)s1)c1ccc(C(F)(F)F)cc1	1	-1	2	1753	12	-2	0	5	0.8	0	0.33
Cc1nc(N[C@@H](Cc2ccccc2)C(=O)O)c2oc3ccccc3c2n1	0.9	1	-5	1528	-1	7	.	3	1.8	9	.
COc1ccc(NS(=O)(=O)c2cc(NC(=O)c3ccc(F)cc3)ccc2OC)cc1	1	-6	16	1455	5	4	-9	3	-0.3	5	0.016
O=C(NCc1ccco1)C1CCCN(S(=O)(=O)c2cccc3cccnc23)C1 (stereo not drawn)	1.1	-9	-7	1538	-1	-14	-9	4	-0.7	1	.
Cc1cccc(NC(=O)c2cc(Cl)ccc2[N+](=O)[O-])c1	1	0	0	1490	0	4	13	6	0.0	1	.
C=CCn1c(SCc2ccc3nonc3c2)nnc1-c1cccs1	0.9	-2	16	1382	3	7	-22	-1	2.4	-2	.
NN/C(=C\[N+](=O)[O-])Nc1ccccc1	1	6	8	1594	1	-3	-2	0	-0.6	6	.
O=C(Nc1cccc(-c2nc3cccnc3s2)c1)C1c2ccccc2Oc2ccccc21	0.9	-3	-7	1385	5	12	-32	13	1.0	8	-1.8
COCCNC(=O)c1onc(CSc2ccccc2)c1C(=O)O	0.9	2	-7	1538	2	5	.	-3	12	11	.
CC(C)(C)c1nn(-c2ccccc2)c2[nH]c(=O)c(CNCc3ccco3)cc12	1.6	-3	12	1670	1	-55	-2	0	-0.5	2	-0.026
Cc1ccccc1N(CC(=O)Nc1ccc(F)cc1)S(C)(=O)=O	1	10	0	1773	3	1	-3	5	-3.1	10	.
O=C(Sc1cccc2cccnc12)c1ccc(F)cc1	1.1	29*	100*	1625	3	-13	9	8	-0.6	0	8.7*
CCOc1cccc(OCCOCCNC(C)(C)C)c1	0.9	7	28	1631	-1	7	16	1	-0.5	5	0.4
COc1ccc(C(=O)NNC(=O)CSc2nc3c([nH]2)c(=O)n(C)c(=O)n3C)cc1	1.3	2	-6	1662	5	-32	-6	4	-1.8	2	-0.87
Cc1ccc(Nc2nc(N)nc(CSc3nncn3C)n2)cc1	0.9	-2	-3	1510	2	8	.	-7	1.6	-3	.

Bioassay records deposited in PubChem BioAssay by several laboratories.

Not a hit list. About 11% of those tested had a hit in this group.
